Compound activity from PubChem BioAssay.
RORgamma inh = blocks mouse ROR gamma transcriptional activity | Drosophila S2 Gal4-RORgamma UAS-luciferase reporter, 20 h | Potency, µM (series often up to 53.6 µM), inactives show at the highest dose activity change, negative = inhibition, usual class: inhibitors | 310,000 tested, 5.4% active | AID 2551; also: % is scaled to controls: 0 for no effect and ±100 for the full control effect; nearly all actives have a fitted effect of over 60% in size
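Read-out: Photinus luciferase luminescence; inhibitors lower reporter signal. Insect Schneider cells with Gal4-ROR gamma fusion under metallothionein promoter, UAS reporter; 700 uM final copper sulfate induction, 20 hr, ambient temperature.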
VP16 counter = inhibits Gal4-VP16 luciferase reporter, ROR gamma counter-screen. Drosophila S2 Gal4-VP16 UAS-luciferase, luminescence, 20 h. Potency, µM (highest dose often 53.6 µM), inactives show top-dose activity, negative = inhibition, hits mostly inhibitors. 310,000 tested, 3.5% active;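 also: Gal4-VP16 expression switched on by copper sulfate through the metallothionein promoter; % is scaled to controls: 0 for no effect and ±100 for the full control effect; nearly all actives have a fitted effect of over 50% in size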
ELG1 genotoxic = genotoxicity induction in ELG1-luciferase HEK293T cells | HEK293T ELG1-luciferase reporter, luminescence, 16 h | Potency, µM (titrated, usually from 46 µM), for the others: at the top dose activity change, positive = activation, actives largely listed as activators | 330,000 tested, 1.3% active | AID 504466; also: % of control where 0% means no effect; nearly all actives have a fitted effect of over 60% in size
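Step 1: seed 2,000 HEK293T ELG1-luciferase cells per well. Step 2: add compound or DMSO, incubate 16 hr at 37 °C. Step 3: ONE-Glo, 30 min at room temperature, read luminescence.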
MBNL1-CUG inh = blocks human MBNL1 binding to CUG repeat RNA. TR-FRET MBNL1-His/biotin-(CUG)12 binding, 665/545 ratio. AID 2675. Q9NR56. 280,000 tested, 0.036% active. Potency, µM (titrated, usually from 57.5 µM), without a hit: at the highest dose activity change, negative = inhibition, most hits filed as inhibitors; active = well fitted inhibition curve with a large enough effect in the signal ratio, with a control signal flat, not every such curve was filed as active; inconclusive = small, poorly fitted or top-dose-only effect, or effect the other way, or a change in a side signal; inactive = no such curve, though single readings can be large or run the other way; the % refers to the signal ratio; also: % is scaled to controls: 0 for no effect and ±100 for the full control effect
Target sequence (Q9NR56 whole entry, looked up): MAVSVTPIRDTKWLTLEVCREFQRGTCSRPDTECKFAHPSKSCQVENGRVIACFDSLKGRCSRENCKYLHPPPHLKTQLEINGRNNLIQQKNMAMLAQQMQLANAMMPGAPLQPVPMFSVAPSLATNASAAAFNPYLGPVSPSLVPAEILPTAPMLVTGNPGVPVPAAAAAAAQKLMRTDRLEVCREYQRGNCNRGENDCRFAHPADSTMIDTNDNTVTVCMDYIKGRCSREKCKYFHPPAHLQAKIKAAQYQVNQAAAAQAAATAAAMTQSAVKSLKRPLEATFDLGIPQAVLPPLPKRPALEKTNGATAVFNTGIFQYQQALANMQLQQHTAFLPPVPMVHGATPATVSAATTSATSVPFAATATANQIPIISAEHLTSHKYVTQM
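MBNL1-His + Biotin-(CUG)12, cpd titration 92 nM–58 uM; Tb anti-His Ab 0.055 ng/ul, SA-XL665 5 nM (final); 60 min RT; ratiometric 665/545 nm, Ex 340 nm; normalized to buffer and full-complex controls.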
MLL CXXC-DNA inh = MLL CXXC-DNA interaction inhibition; 290,000 tested, 0.037% active; Potency, µM (series often up to 115 µM), inactives show at the top dose activity change, negative = inhibition, actives largely listed as inhibitors; MLL-CXXC / FITC-HOXA9 DNA fluorescence polarization; Q03164; active = well fitted inhibition curve with a large enough effect in the polarisation, with a control signal flat, not every such curve was filed as active; inconclusive = small, poorly fitted or top-dose-only effect, or effect the other way, or a change in a side signal; inactive = no such curve, though single readings can be large or run the other way; the % refers to the polarisation
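Fluorescence polarization: 7 uM MLL-CXXC (stock) preincubated 5 min with compounds, then 50 nM fluorescein-HOX-A9 DNA (stock) added; 30 min ambient. Buffer 50 mM Tris-HCl pH 7.5, 50 mM NaCl, 1 mM DTT, 0.05% BSA.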
uPA surface inh = inhibitors of cell surface uPA generation | cell surface uPA generation assay, qHTS | Potency, µM (doses to about 38.3 µM), for the others: at the top dose activity change, negative = inhibition, most hits filed as inhibitors | 330,000 tested, 0.31% active; active = well fitted inhibition curve with a large enough effect; inconclusive = small, poorly fitted or top-dose-only effect; inactive = no such curve, though single readings can be large or run the other way; tested in mouse RAW 264.7 cells; also: % is scaled to controls: 0 for no effect and ±100 for the full control effect; nearly all actives have a fitted effect of over 55% in size
Rab9 promoter act = Rab9 promoter activation; Huh7 Rab9 promoter-luciferase reporter, luminescence, 24 h; Potency, µM (doses to about 9.22 µM), for the others: at the top dose activation, negative = inhibition, hits mostly activators; 320,000 tested, 2.8% active; also: % of control where 0% means no effect; nearly all actives have a fitted effect of over 60% in size
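Steps: seed 1500 Huh7 Rab9-luc cells per well, rest 2 h at 37 °C; add compound in DMSO; incubate 24 h; add luciferase reagent, 10 min ambient; read luminescence.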
p53 reactivation = re-activators of mutant p53 | Potency, µM (top dose mostly 92.2 µM), inactives show at the highest dose activity change, positive = activation, hits mostly activators | AID 504706 | 320,000 tested, 0.063% active | H1299 p53-A138V BP100-luciferase reporter, luminescence, 24 h; also: % of control where 0% means no effect; nearly all actives have a fitted effect of over 45% in size
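H1299 (p53-null), stable ts p53-A138V + BP100-Luc; 1000 cells/well, Opti-MEM/10% FBS; cpd 4 pt, 1:5; 24 h, 37 deg C, 5% CO2; detection reagent 10 min RT; luminescence.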
FLuc modulator = firefly luciferase modulation, counter-screen for miR-21 project | P08659 | purified FLuc, Km substrates, luminescence inhibition | AID 588342 | Potency, µM (top dose mostly 57.5 µM), inactives show at the highest dose activity change, negative = inhibition, hits mostly inhibitors | 360,000 tested, 6.9% active;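 also: plate controls were vehicle for no effect and reference inhibitor for full effect; nearly all actives have a fitted effect of over 55% in size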
Target sequence (P08659 whole entry, looked up): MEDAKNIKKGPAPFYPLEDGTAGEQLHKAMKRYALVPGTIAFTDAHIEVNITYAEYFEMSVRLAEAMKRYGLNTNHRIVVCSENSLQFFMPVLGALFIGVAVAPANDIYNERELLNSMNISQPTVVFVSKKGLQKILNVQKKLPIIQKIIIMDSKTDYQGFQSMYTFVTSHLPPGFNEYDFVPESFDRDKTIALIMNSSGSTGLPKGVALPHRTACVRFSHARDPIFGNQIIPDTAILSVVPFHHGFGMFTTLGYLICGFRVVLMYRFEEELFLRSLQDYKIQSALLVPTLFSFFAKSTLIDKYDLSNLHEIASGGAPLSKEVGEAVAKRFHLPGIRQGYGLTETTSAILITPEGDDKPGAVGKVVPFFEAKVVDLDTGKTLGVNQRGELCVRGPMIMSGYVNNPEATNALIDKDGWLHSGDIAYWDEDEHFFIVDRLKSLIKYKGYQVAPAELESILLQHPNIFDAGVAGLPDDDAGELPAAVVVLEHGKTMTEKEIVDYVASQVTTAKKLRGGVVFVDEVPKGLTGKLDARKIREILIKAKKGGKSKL
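Purified P. pyralis luciferase, 10 nM final, with Km-level 10 uM D-luciferin and 10 uM ATP in 50 mM Tris acetate pH 7.5, 10 mM Mg acetate, 0.01% Tween-20, 0.05% BSA; 6-point qHTS titration about 60 µM downward; luminescence read.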
BRCA1 expr up = BRCA1 expression activation. MCF7-BRCA1-FFLuc reporter, luminescence, 48 h; response scale: scaled: vehicle 0%, 10 µM genistein 100%. 380,000 tested, 1.1% active. Potency, µM (highest dose often 46.1 µM), for the others: at the highest dose activation, actives largely listed as activators; also: nearly all actives have a fitted effect of over 80% in size; some results filed as inactive show a strong effect at the top dose
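48 h compound treatment of MCF7-BRCA1-FFLuc cells (phenol-red free MEM, 37 °C), then 15 min with luciferase substrate and luminescence imaging.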
NPC1 prom act = NPC1 promoter activation; Huh7 NPC1 promoter luciferase reporter, 24 h; AID 485313; Potency, µM (highest dose often 9.22 µM), without a hit: top-dose activation, hits mostly activators; 320,000 tested, 2.4% active;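 also: % of control where 0% means no effect; nearly all actives have a fitted effect of over 60% in size; reporter is driven by a mutant NPC1 promoter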
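Compounds in DMSO were transferred onto Huh7 NPC1-luciferase reporter cells pre-incubated 2 h; after 24 h at 37 °C, Amplite reagent was dispensed and luminescence recorded 10 min later.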
Active calls of the source: *; ? = inconclusive; nt = not tested or not shown; [ ] = dose if it differs, or a comment. Unless noted, calls follow the shape of the dose curve; as a rule, active = well fitted curve in the direction sought with a large enough effect; inconclusive = small, poorly fitted or top-dose-only effect, or another doubt; inactive = no such curve, though single readings can be large; an effect the other way counts as inactive or inconclusive. Potency is read from the fitted curve at half-maximal effect. An excerpt; count on the stated rates, not on these rows.

Under each structure – VP16 counter | MLL CXXC-DNA inh | MBNL1-CUG inh | Rab9 promoter act | FLuc modulator | p53 reactivation | NPC1 prom act | uPA surface inh | ELG1 genotoxic | RORgamma inh | BRCA1 expr up
> c1ccc2c(CNCCN3CCOCC3)cccc2c1
 : -2% | -3% | 1% | -8% | 5% | 0% | 14% | 2% | 2% | -15% | 6%
> COC(=O)N/N=C/c1c[nH]c2ccccc12
 : 3% | 13% | -15% | 1% | -16% | -6% | -3% | -2% | 0% | 5% | 4%
> Cc1ccc(N2C(=O)C3C4C=CC(CC4)C3C2=O)cc1Cl (configuration not stated)
 : -12% | 4% | -5% | 0% | ? | nt | -2% | 11% | -1% | -5% | 15%
> CCC(=O)c1c[nH]c(C(=O)N2CCOCC2)c1
 : -10% | ? | 0% | -1% | 0% | 10% | -5% | 0% | 6% | 8% | 2%
> CCOC(=O)Cc1ccc(NC(=O)c2ccc([N+](=O)[O-])cc2)cc1
 : -9% | -3% | 23% | -3% | ? | -1% | -2% | -18% | 0% | -2% | 7%
> CCC(CC)CN1C(N(C)C)=NC[C@@H]1CC(C)C
 : nt | nt | nt | 0% | 0% | 9% | 6% | ? | 0% | nt | -20%
> Cc1nn(CC(=O)Nc2nccs2)c(C)c1[N+](=O)[O-]
 : 7% | 14% | -3% | -6% | -4% | 2% | -9% | 18% | 7% | -24% | -3%
> C(=N\n1cnnc1)/c1ccc(OC2CSC2)cc1
 : -7% | 0% | 1% | -2% | 1% | -7% | -5% | 1% | -1% | 23% | 3%
> Cc1ccc(-c2cc(-c3ccc(F)cc3)c(C#N)c(N)n2)o1
 : ? | 14% | ? | -7% | ? | 20% | 0% | -9% | 1% | 41% | -37%
> Cc1cc(C)cc(C(=O)NCC(=O)OC(C)C(=O)N(C)c2ccccc2)c1 (configuration not stated)
 : -7% | ? | 1% | -6% | 6% | -1% | -3% | 15% | -4% | 20% | -17%
> CC1(C)OC(=O)C(=CNNc2c(Cl)cc(Cl)cc2Cl)C(=O)O1
 : 28% | -4% | -6% | 0% | -1% | 11% | 21% | 12% | 4% | -29% | -3%
> CC(=O)Nc1sc2c(c1C(c1ccccn1)N1CCN(C)CC1)CCCC2 (configuration not stated)
 : 9% | 1% | -7% | 1% | -3% | 0% | 0% | -8% | 0% | 13% | 3%
> COc1nccnc1NS(=O)(=O)c1ccc(NC(=S)NC(=O)c2ccccc2)cc1
 : -8% | 0% | -5% | -3% | 7% | 0% | -1% | 2% | 1% | 21% | -15%
> CC(=O)Nc1sc(N/N=C/c2ccccc2)nc1-c1ccc(C)cc1
 : 3% | -1% | 4% | -2% | 8.5µM* | 13% | -1% | -5% | 4% | -17% | -4%
> O=[N+]([O-])c1cccc(-c2ccn[nH]2)c1
 : 8% | -7% | ? | -1% | 0% | 2% | -2% | 6% | -4% | -1% | 31%
> CCOC(=O)CSc1nc(-c2ccccc2)ns1
 : 0% | 3% | -6% | 2% | 15µM* | 2% | -3% | -3% | 1% | ? | 19%
> Cc1nc(SC2CCOC2=O)c2c(C)c(C)sc2n1 (configuration not stated)
 : 16µM* | -7% | 5% | -4% | 3% | -3% | 1% | 1% | -1% | 11µM* | -11%
> Cc1cc(C(=O)N/N=C/c2cccc([N+](=O)[O-])c2)c(C)n1-c1ccccc1
 : -8% | 2% | 10% | ? | 0.95µM* | ? | ? | -11% | ? | 42% | 45%
> COc1cccc(CN(C)C(=O)CSCC(=O)Nc2ccc(C)cc2)c1OC
 : nt | nt | nt | -3% | ? | 0% | 1% | 0% | -3% | nt | -8%
> COC(CNC(=O)C(C)n1nc(C)c2ccccc21)OC (configuration not stated)
 : -5% | 0% | -2% | 1% | -3% | -2% | -3% | 30% | 1% | -12% | -5%
> CCOC(=O)Cn1nc(C)n(-c2ccc(Cl)cc2)c1=O
 : -1% | 3% | -7% | -2% | -1% | 0% | -1% | 2% | -1% | -1% | 0%
> Cc1nc(CNC(=O)c2ccccc2OC2CCN(S(C)(=O)=O)CC2)cs1
 : 1% | -5% | -4% | -4% | -5% | 4% | -3% | -29% | 0% | 13% | 14%
> Cc1cc(C(F)(F)F)nc(SCC(=O)NC2CC3CCC2C3)n1 (configuration not stated)
 : 1% | -3% | -4% | -7% | 3% | -4% | 0% | 0% | -4% | 3% | -10%
> O=S(=O)(c1cccs1)N1CCN(Cc2ccccc2)CC1
 : 2% | 7% | -3% | 5% | 5% | 14% | 2% | nt | 1% | 12% | 3%
> N#Cc1ccc(COC(=O)c2ccccn2)cc1
 : 4% | 2% | 1% | -2% | 7% | 5% | -3% | nt | 1% | 1% | nt
> COc1ccccc1NC(=S)NCCc1c[nH]c2ccccc12
 : ? | 5% | -12% | -4% | -13% | -1% | -2% | 0% | 1% | 14µM* | -33%
> COC(=O)CN1C(=O)COc2ccc(Cl)cc21
 : -15% | -2% | 4% | -1% | -15% | 6% | -1% | -6% | -1% | -8% | 3%
> CC(C)=CCN1CCN(CC#Cc2ccccc2)CC1CCO (configuration not stated)
 : -1% | -5% | -12% | -1% | -2% | -2% | -3% | 21% | 0% | 17% | -2%
> CCOC(=O)N1CCC(NC(=O)CCCN2C(=O)CSc3ncccc32)CC1
 : 7% | -7% | -3% | nt | 5% | nt | nt | 6% | nt | -5% | -9%
> O=[N+]([O-])c1ccc(CSc2nnc(Cc3ccccc3)n2-c2ccc(F)cc2)cc1
 : 10µM* | -1% | 33%[activator] | -2% | 3% | -1% | -2% | 7% | -3% | ? | -31%
> CCN(CC)c1ccc(C2C(C(=O)Nc3ccccn3)=C(C)NC3=C2C(=O)CC(C)(C)C3)cc1 (configuration not stated)
 : 8% | 6% | 4% | -15% | 3% | -10% | -3% | -11% | 0% | -26% | -1%
> CSc1cccc(CNC(=O)C2CCC(=O)N(CCCN3CCCC3=O)C2)c1 (configuration not stated)
 : -1% | 10% | -1% | -2% | 2% | 5% | 1% | 7% | -4% | -18% | -5%
> CCOc1cc(/C=N/NC(=O)CN2CCCCC2)ccc1OCc1ccc(Cl)cc1
 : 3% | 0% | nt | -10% | -2% | -8% | -6% | 4% | -3% | 6%[10 µM] | -22%
> Cc1ccc(C(=O)c2c(NC(=O)c3ccncc3)sc3c2CCCC3)cc1
 : -9% | 5% | -12% | 1% | 3% | -4% | 0% | 3% | -5% | -41% | -3%
> COC(=O)c1ccc(C(=O)OC)c(NC(=O)CSc2ccccn2)c1
 : -3% | 5% | -1% | 5% | -2% | -6% | -4% | nt | 3% | 2% | 16%
> O=C(Cc1ccsc1)NNC(=O)c1ccccc1O
 : nt | nt | nt | 12% | ? | 8% | 16% | 1% | 7% | nt | -34%
> O=C(/C=C/c1ccc(Cl)cc1Cl)N1CCc2ccccc21
 : ? | 9% | -19% | 0.79µM* | 0.6µM* | ? | 1.6µM* | -12% | 6.5µM* | ? | ?
> COc1cccc(N2C(=O)CN(Cc3cc(OC)c(OC)c(OC)c3)C2=S)c1
 : 6% | -8% | 5% | 1% | -1% | 1% | -2% | 1% | -2% | 2% | -15%
> O=C(Cc1cccc2ccccc12)N1CCCc2ccccc21
 : 3% | -4% | 6% | 10% | -10% | 9% | -1% | 0% | 0% | -12% | -40%

A draw from above in order of number of heavy atoms, largest number first:
Under each structure – VP16 counter | MLL CXXC-DNA inh | MBNL1-CUG inh | Rab9 promoter act | FLuc modulator | p53 reactivation | NPC1 prom act | uPA surface inh | ELG1 genotoxic | RORgamma inh | BRCA1 expr up
> COc1cccc(N2C(=O)CN(Cc3cc(OC)c(OC)c(OC)c3)C2=S)c1
 : 6% | -8% | 5% | 1% | -1% | 1% | -2% | 1% | -2% | 2% | -15%
> CC(C)=CCN1CCN(CC#Cc2ccccc2)CC1CCO (configuration not stated)
 : -1% | -5% | -12% | -1% | -2% | -2% | -3% | 21% | 0% | 17% | -2%
> O=C(/C=C/c1ccc(Cl)cc1Cl)N1CCc2ccccc21
 : ? | 9% | -19% | 0.79µM* | 0.6µM* | ? | 1.6µM* | -12% | 6.5µM* | ? | ?
> N#Cc1ccc(COC(=O)c2ccccn2)cc1
 : 4% | 2% | 1% | -2% | 7% | 5% | -3% | nt | 1% | 1% | nt
